# Bcl-xL primary = blocks human Bcl-xL binding to Bim BH3 peptide; inhibition, % at 10.9 µM; hit rate 0.7% among 320,000; Q07817; GST-Bcl-xL / FITC-Bim BH3 peptide fluorescence polarization; AID 2129;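 active = inhibition above the mean of all tested compounds plus 3 SD, cutoff set per campaign, cut at about 30% in these data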;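 note: 0% = DMSO wells and 100% = unlabeled Bim-BH3 peptide competitor; inhibitors lower millipolarization by displacing the labeled peptide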
# Target sequence (Q07817 whole entry, looked up): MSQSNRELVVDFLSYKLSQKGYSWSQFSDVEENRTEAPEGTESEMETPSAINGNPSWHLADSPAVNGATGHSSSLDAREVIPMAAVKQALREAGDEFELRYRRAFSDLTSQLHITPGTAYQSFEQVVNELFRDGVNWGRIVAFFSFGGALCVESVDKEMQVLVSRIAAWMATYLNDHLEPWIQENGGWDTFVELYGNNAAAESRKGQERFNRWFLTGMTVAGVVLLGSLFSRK
# ZTA DNA inh = blocks Epstein-Barr virus ZTA, an EBNA-1 counter-screen. P03206. ZTA-DNA binding, fluorescence polarization. inhibition, % at 11 µM. hit rate 0.15% among 320,000. AID 2234; in the data active = inhibition above about 33%
# Efflux pump mplx = antifungal efflux pump inhibition, Nile Red retention | S. cerevisiae Candida pump triplex | AID 485275 | hit rate 0.44% among 330,000 | inhibition, % at 10 µM;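 active = plate passing quality check with inhibition over a set limit, or well fluorescence over plate mean plus 4 SD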;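 note: Nile Red retained in pooled yeast measured as flow cytometry median fluorescence; 0% = buffer negative control and 100% = Enniatin B positive control; higher means more Nile Red kept so more efflux inhibition; some compounds called inactive have numbers as strong as hits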
# MEX-5 binding = C. elegans MEX-5 TCR-2 RNA binding activity; MEX-5/FITC-TCR2 RNA binding, fluorescence polarization; active compounds read low; activity score (negative = inhibition of binding), % at 10 µM; hit rate 0.38% among 300,000; AID 1832;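 active = inhibition past about -25% in most replicates, and total fluorescence under double the plate's negative control median, limit read from the data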;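 note: 0% = DMSO and -100% = 5 µM competing unlabeled TCR2 RNA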
# Fam108B counter = Fam108B inhibition, counter-screen for RBBP9 inhibitors. inhibition, % at 9.51 µM. hit rate 0.33% among 300,000. recombinant Fam108B, FP-Rh probe fluorescence polarization;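 active = inhibition above the screen mean inhibition plus 3 SD, computed separately per campaign, cut at about 18% in these data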;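 note: inhibitors lower polarization as less probe binds the enzyme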
# CR mimetic SO = caloric restriction mimetics inhibiting age-related superoxide in yeast | AID 2690 | superoxide response (% of plate mean), % at 10 µM | S. cerevisiae aged cells, superoxide DHE fluorescence; active compounds read low | hit rate 0.18% among 330,000;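 active = superoxide response under a set limit, about three screen SD below normal, cut at about 65% in these data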;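 note: yeast aged for seven days with compound at 30 °C before DHE staining; 100% = average MFI of all compound-treated wells on the plate with controls excluded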
# EBNA-1 inh = blocks EBNA-1 binding to DNA | EBNA-1 DNA binding, fluorescence polarization | inhibition, % at 14.8 µM | hit rate 0.34% among 300,000 | AID 1950; in the data active = inhibition above about 28%
# MCL1-BIM inh = disrupts human MCL1 binding to BIM-BH3 peptide; Q07820; inhibition, % at 10.9 µM; hit rate 0.68% among 320,000; GST-MCL1 / FITC-Bim-BH3 fluorescence polarization;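 active = inhibition above the mean inhibition of all tested compounds plus 3 SD, set per campaign, cut at about 40% in these data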;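 note: 0% = DMSO wells and 100% = unlabeled Bim-BH3 peptide control; higher means more loss of mP so more displacement of Bim peptide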
# Target sequence (Q07820 whole entry, looked up): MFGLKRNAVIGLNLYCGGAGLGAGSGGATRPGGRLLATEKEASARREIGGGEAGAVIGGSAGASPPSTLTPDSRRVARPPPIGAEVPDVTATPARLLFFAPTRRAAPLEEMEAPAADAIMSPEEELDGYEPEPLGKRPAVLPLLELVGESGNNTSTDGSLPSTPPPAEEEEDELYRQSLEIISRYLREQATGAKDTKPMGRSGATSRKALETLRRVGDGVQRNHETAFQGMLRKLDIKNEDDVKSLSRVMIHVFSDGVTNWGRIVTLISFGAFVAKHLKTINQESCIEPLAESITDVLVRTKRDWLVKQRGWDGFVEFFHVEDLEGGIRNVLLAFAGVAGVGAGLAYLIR
# GLD-1 RNA inh = GLD-1-TGE RNA interaction inhibition (C. elegans); purified GLD-1 + fluorescein TGE RNA, fluorescence polarization; inhibition, % at 5.96 µM; hit rate 0.44% among 320,000; AID 2280;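 active = percent inhibition above a per-plate cutoff, the plate mean of test compounds plus 3 SD, cut at about 30% in these data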;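 note: 0% = DMSO wells with GLD-1 and probe and 100% = wells lacking GLD-1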
# Target sequence (Q17339 whole entry, looked up): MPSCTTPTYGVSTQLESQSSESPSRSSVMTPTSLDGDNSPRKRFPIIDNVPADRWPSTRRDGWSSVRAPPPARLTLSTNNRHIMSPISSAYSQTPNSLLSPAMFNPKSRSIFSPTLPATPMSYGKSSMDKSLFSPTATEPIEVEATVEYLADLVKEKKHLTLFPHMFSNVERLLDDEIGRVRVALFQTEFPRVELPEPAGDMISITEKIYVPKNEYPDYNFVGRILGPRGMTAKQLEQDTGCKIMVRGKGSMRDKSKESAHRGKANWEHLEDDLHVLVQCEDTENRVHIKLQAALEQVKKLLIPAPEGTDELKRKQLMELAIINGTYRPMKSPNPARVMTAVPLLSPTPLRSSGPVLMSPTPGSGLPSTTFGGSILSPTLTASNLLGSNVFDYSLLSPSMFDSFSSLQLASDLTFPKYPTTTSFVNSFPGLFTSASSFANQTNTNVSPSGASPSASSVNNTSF
# The depositor's hits bear a star; . = no result given. This is a random part of the collection; overall some 2.3% were active at least once.
Structure	Bcl-xL primary	ZTA DNA inh	Efflux pump mplx	MEX-5 binding	Fam108B counter	CR mimetic SO	EBNA-1 inh	MCL1-BIM inh	GLD-1 RNA inh
Cc1cc(N2CCN(C(=O)c3ccco3)CC2)n2nc(C)nc2n1	-4	-2	0.5	-1.6	0	103	-12	-6	-3
Cc1cc(Cl)n2ncc(-c3ccccc3)c2n1	2	9	0.2	0.9	-3	107	1	4	7
O=C(CSc1nccn(-c2ccc3c(c2)OCCO3)c1=O)Nc1ccccc1	3	2	0.1	-2.2	1	94	-7	7	-7
Cc1cc(NC(=O)CSc2nccn2C)no1	0	-7	-0.1	-1.2	6	101	-7	5	-8
O=C(CSc1nc2c(cnn2-c2ccccc2)c(=O)[nH]1)c1ccc(Cl)cc1	2	8	0.6	0.4	-8	109	1	4	3
O=C(NCCN1CCNC1=O)C1CCC(=O)N(CCc2ccccc2)C1 (centres undefined)	0	11	-0.1	4.9	0	84	-2	-6	8
CCCCCC(=O)N1CCN(S(=O)(=O)c2ccc3c(c2)OCCCO3)CC1	-7	-4	0.1	3.0	0	94	0	-5	3
CCn1c2ccccc2c2cc(NC(=O)c3ccccc3-c3ccccc3C(=O)O)ccc21	2	3	0.3	-3.1	11	112	-7	-7	-12
O=C(Cn1nnc(-c2cccs2)n1)OC1CCCCC1	-2	-5	0.2	-0.8	0	100	8	-6	-10
CC(C)c1ccc(S(=O)(=O)N2CCN(C(=O)CN3C(=O)NC(C)(c4ccccc4)C3=O)CC2)cc1 (centres undefined)	7	-14	-0.1	1.2	3	99	7	4	3
C[C@H](CCC(=O)O)[C@H]1CC[C@H]2[C@@H]3CC[C@@H]4C[C@H](O)CC[C@]4(C)[C@H]3C[C@H](O)[C@]12C	3	8	0.0	0.3	2	123	10	-3	3
CCn1c(SCC(=O)O)nnc1-c1ccccc1OC	-7	0	0.5	0.3	-7	97	-9	-5	-1

# One compound at a time (already shown).
# `CC(C)c1ccc(S(=O)(=O)N2CCN(C(=O)CN3C(=O)NC(C)(c4ccccc4)C3=O)CC2)cc1` (centres undefined) is listed with Bcl-xL primary = 7; ZTA DNA inh = -14; Efflux pump mplx = -0.1; MEX-5 binding = 1.2; Fam108B counter = 3; CR mimetic SO = 99; EBNA-1 inh = 7; MCL1-BIM inh = 4; GLD-1 RNA inh = 3
# `C[C@H](CCC(=O)O)[C@H]1CC[C@H]2[C@@H]3CC[C@@H]4C[C@H](O)CC[C@]4(C)[C@H]3C[C@H](O)[C@]12C` is listed with Bcl-xL primary = 3; ZTA DNA inh = 8; Efflux pump mplx = 0.0; MEX-5 binding = 0.3; Fam108B counter = 2; CR mimetic SO = 123; EBNA-1 inh = 10; MCL1-BIM inh = -3; GLD-1 RNA inh = 3

# (listing goes on)
Structure	Bcl-xL primary	ZTA DNA inh	Efflux pump mplx	MEX-5 binding	Fam108B counter	CR mimetic SO	EBNA-1 inh	MCL1-BIM inh	GLD-1 RNA inh
CC1(OC(=O)CCc2ccccc2)C(=O)C=C2C=C(c3ccc(C#N)cc3)N(c3ccccc3)C=C2C1=O (centres undefined)	9	4	0.1	3.0	3	98	4	11	15
CCN(CC)S(=O)(=O)c1ccc2[nH]c(=O)cc(C(=O)NCC(c3ccco3)N3CCCC3)c2c1 (centres undefined)	5	-7	-0.1	2.4	0	104	-10	3	10
O=C1CC(Cc2ccccc2)C(=O)N1CCc1ccc2c(c1)OCO2 (centres undefined)	0	2	0.2	-0.2	-4	94	5	-3	-2
Cc1cc(NC(=O)CSc2nc3c(c(=O)n2-c2ccc(Cl)cc2)SCC3)no1	0	6	0.0	-1.0	-2	103	-3	3	6
COCc1ccc(CN2CCCC(C(=O)Nc3ccccc3-c3ccc(OC)cc3)C2)o1 (centres undefined)	9	-5	0.1	0.5	3	109	-3	11	2
O=C(Nc1ncccn1)c1cccc(Cl)c1	10	0	-0.2	0.7	0	108	-12	6	11
CCn1cc(C(=O)OCC(=O)Nc2cccc(S(=O)(=O)N3CCOCC3)c2)c(=O)c2ccc(C)nc21	-4	6	0.0	-0.8	0	137	-4	-5	6
NNC(=O)CN1C(c2ccc(Cl)cc2)=Nc2ccc(Br)cc2C1c1ccccc1 (centres undefined)	1	17	-0.1	-0.1	-8	102	16	5	2
Cc1nnc(NC(=O)c2oc3ccccc3c2C)s1	3	-1	0.0	-0.2	-4	108	3	8	-2
CC(C)Cn1c(=O)c2ccccc2n2c(CCC(=O)NC3CCN(Cc4ccccc4)CC3)nnc12	5	-16	-0.1	-5.9	0	88	-8	6	6
COc1cccc(OCCCn2ccnc2)c1	4	8	0.1	-0.9	2	96	0	5	-2
COCCN(C(=O)CSc1nc2ccccc2o1)c1c(N)n(Cc2ccccc2)c(=O)[nH]c1=O	2	2	0.1	.	.	95	.	1	8
Fc1ccc(OCc2nc(-c3ccncc3)n[nH]2)cc1	-8	5	0.4	1.0	2	106	-1	-4	2
COc1ccccc1Nc1ccc2nonc2c1[N+](=O)[O-]	2	6	0.0	2.2	1	103	-6	-1	4
O=C(c1ccc(Cl)cc1[N+](=O)[O-])N1CCOCC1	1	-5	-0.1	1.7	2	116	-3	9	1
O=C(Nc1ccc(S(=O)(=O)Nc2nccs2)cc1)C1CC(=O)N(c2ccccc2)C1 (centres undefined)	2	-5	-0.1	1.4	1	96	-6	3	8
COc1ccc(N(CC(=O)NCc2ccccc2Cl)S(=O)(=O)c2c(C)noc2C)cc1	10	3	-0.3	-0.6	0	102	-6	10	2
N=c1ccn(Cc2ccccc2Cl)cc1	5	10	0.0	1.7	-4	107	3	-7	1
CNC(=S)NC1(C)CCS(=O)(=O)C1 (centres undefined)	0	-14	0.1	-1.7	5	111	8	4	2
CCOC(=O)C(=O)Nc1ccc(OC)c(Cl)c1	7	-4	0.0	-1.0	-2	97	-1	6	8
COC(=O)C(O)(NC(=O)c1ccncc1)C(F)(F)F (centres undefined)	6	-3	0.0	-2.9	1	94	-3	4	-1
CCCCc1nc(NCC2CCCO2)c(C#N)c2c1COC(C)(C)C2 (centres undefined)	2	13	0.0	-1.6	4	95	7	7	0
CCc1nnc(NC(=O)CN2CCN(C3CCCCC3)CC2)s1	0	-9	0.0	-0.9	1	101	-9	-6	6
CCOC(CCNC(=O)CCC(=O)Nc1ccc2nc(N3CCN(C)CC3)cc(C)c2c1)OCC	4	-7	0.0	3.3	-4	97	-12	-4	5
CC(=O)Nc1ccc(Sc2ncccc2C(=O)Nc2ccc(F)cc2)cn1	0	0	0.0	1.1	-1	89	-3	-4	2
COc1cc(NC(=O)C2CC(c3cccc(Br)c3)=NO2)cc(OC)c1OC (centres undefined)	7	1	-0.3	-1.2	2	110	3	0	3
COC(=O)N1N=C(c2ccccc2)CC1(O)C(F)(F)F (centres undefined)	4	4	-0.1	1.4	2	82	7	4	-3
Cn1c(CNC(=O)Nc2cccc(Cl)c2)nnc1SCc1ccccc1	0	-6	0.0	0.1	-1	106	-8	-4	5
CCC(=O)Nc1cccc(NC(=O)c2cccnc2)c1	-5	2	-0.1	2.0	0	93	10	-9	-6
CS(=O)c1ccccc1COC(=O)Nc1ccc(Cl)cc1 (centres undefined)	4	4	-0.1	4.2	4	82	14	5	2
O=C(Nc1ccc(Oc2ccccc2)nc1)C1CCN(Cc2ccccc2)CC1	0	4	-0.2	1.7	-7	115	0	4	9
CCOC(=O)c1cnc(-c2ccc(C(F)(F)F)cn2)[nH]c1=O	3	-5	-0.1	-1.3	0	74	-9	6	-5
NC(=O)CN1C(=O)C(O)(CC(=O)/C=C\C=C\c2ccccc2)c2ccccc21 (centres undefined)	1	-23	-0.1	-0.4	2	103	2	8	-4
CC(=O)c1ccccc1OC(=O)c1ccc(-c2ccccc2)cc1	0	-4	0.1	-0.9	-2	104	1	-1	1
COc1cc2c(cc1OC)-c1cc(Nc3ccccc3)nc(=O)n1CC2	8	2	0.1	2.1	2	89	9	5	4
C=CCC1=C/C(=C\c2c(N)n3nc(CC(=O)N4CCOCC4)sc3nc2=O)C=C(OC)C1=O	-9	7	0.1	12	0	84	6	-22	-61
Cc1ccccc1OCCn1cc(C(=O)C(=O)N2CCOCC2)c2ccccc21	2	3	-0.1	2.3	2	97	3	1	5
COc1ccc(-c2cc(C(=O)Nc3cc(C)nn3-c3ccccc3)no2)cc1OC	1	-1	0.0	2.0	-3	98	2	-4	-10
COc1ccc(S(=O)(=O)NC(C)C(=O)NCc2ccc3c(c2)OCO3)cc1OC (centres undefined)	1	-6	0.1	0.8	0	88	-11	0	6
CCc1ccccc1NC(=O)Cn1nc(C)n2cccc2c1=O	2	-2	0.0	1.6	1	63*	3	-3	0
COc1cccc(C(=O)Nc2c(C(N)=O)oc3ccccc23)c1	1	-17	0.0	-0.3	-5	106	-8	-1	7
CCOc1cc(-c2ccc(N)c(OCC)c2)ccc1N	148*	-2	-0.2	.	1	84	-2	174*	127*
CN(C)c1ccc(/C=C/c2ccc3ccccc3[n+]2C)cc1	0	5	29*	.	-19	97	3	-12	0
O=C(NNC(=O)c1ccc(SCC2CCCO2)c([N+](=O)[O-])c1)c1ccc(F)cc1 (centres undefined)	-8	-6	0.7	-0.6	-2	148	-9	-12	4
Cc1ccc(-c2noc(CCC(=O)Nc3ccc4c(c3)OCO4)n2)cc1	-2	3	0.2	1.7	1	110	15	-5	-2
O=C(Nc1ccncc1)c1ccc(Cl)c(S(=O)(=O)N2CCc3ccccc32)c1	4	-10	0.1	2.0	-14	88	-12	3	8
O=C(NC1CCCCC1)c1cccnc1Sc1ccccc1	5	3	-0.1	0.4	-2	81	5	6	2
COc1ccc(-n2nc(C(=O)NCC(=O)N3CCCCCC3)c3ccccc3c2=O)cc1OC	10	2	0.0	0.6	-1	93	-6	1	6
CCOc1cc(C(=O)OC(C)C(=O)Nc2ccc(S(N)(=O)=O)cc2)ccc1OCC(=O)N1CCOCC1 (centres undefined)	-5	6	-0.3	-0.5	-2	83	4	-16	0
COc1ccccc1N(CC(=O)NCC1CCCO1)C(=O)CNS(=O)(=O)c1ccc(Cl)cc1 (centres undefined)	7	-8	0.0	-1.8	-2	86	-10	3	1
CCOc1ccccc1NC(=O)CN1c2cccc3cccc(c23)S1(=O)=O	-1	-3	-0.2	.	.	106	.	-1	0
COc1ccc(NC(=O)c2oc3ccccc3c2NC(=O)C2CC2)c(OC)c1	4	-14	-0.2	0.3	-3	96	1	0	10
O=C(CN1C(=O)c2ccccc2S1(=O)=O)Nc1ccc(S(=O)(=O)N2CCCCC2)cc1	7	-5	-0.1	-0.3	-6	100	2	0	5
COc1ccc(C2=NS(=O)(=O)N(C)C(C(=O)Nc3ccc(C)cc3)=C2)cc1	5	0	-0.1	1.9	-1	83	6	3	2
Cc1cc(=O)n2nc(N3CCCC3C(=O)Nc3ccc(C(C)C)cc3)sc2n1 (centres undefined)	1	-9	0.1	0.6	-1	101	-15	-2	-9
COc1cc(OC)c(OC)cc1C#N	2	7	0.1	1.0	2	104	-4	3	0
Cc1ccccc1CC1(CO)CCCN(C(=O)c2ccc3ncccc3c2)C1 (centres undefined)	0	8	0.0	3.4	6	101	-2	-12	-1
O=C(COC(=O)C1CC1)NCCNC(=O)COC(=O)C1CC1	-1	2	-0.4	2.3	1	98	5	3	-1
O=C(N/N=C/c1cccs1)c1ccc(NC(=O)c2ccccc2Cl)cc1	-2	-2	-0.1	0.1	1	81	0	11	-1
CCOC(=O)c1c(NC(=O)CSc2nc3ccc(C)cc3[nH]2)sc2c1CC(C)(C)NC2(C)C	-10	-19	0.0	2.7	-2	85	-18	-12	-16
O=C(CCc1nnc(CCCCc2ccccc2)o1)NC(c1cccnc1)C(F)(F)F (centres undefined)	6	11	0.0	-0.4	4	96	-5	9	2
